Compound activity as filed in PubChem.
ROMK primary: human ROMK K+ channel modulation, primary screen; P48048; Tet-inducible ROMK, thallium flux fluorescence; actives lie on both sides; B-score at 10 µM; hit rate 2% among 130,000;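 active = signal ratio slope over the read window, or its plate-corrected B-score, at least 3 SD from the plate mean, either direction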;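 also: B-score of the F/F0 ratio slope over 7 to 12 s after thallium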
Target sequence (P48048 whole entry, looked up): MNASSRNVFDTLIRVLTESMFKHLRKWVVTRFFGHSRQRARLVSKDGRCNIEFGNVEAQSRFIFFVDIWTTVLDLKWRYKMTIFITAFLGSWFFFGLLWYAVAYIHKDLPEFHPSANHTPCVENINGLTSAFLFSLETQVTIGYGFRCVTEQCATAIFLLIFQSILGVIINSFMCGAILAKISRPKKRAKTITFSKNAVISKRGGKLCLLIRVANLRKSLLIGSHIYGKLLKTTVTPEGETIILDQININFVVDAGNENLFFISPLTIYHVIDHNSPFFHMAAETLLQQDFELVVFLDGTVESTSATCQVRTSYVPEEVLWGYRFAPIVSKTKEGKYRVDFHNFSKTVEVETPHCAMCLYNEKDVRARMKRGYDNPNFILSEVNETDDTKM
PPARg SRC2 recr: promotes SRC-2 coactivator recruitment by human PPARgamma | activation, % at 8 µM | hit rate 0.34% among 200,000 | PPARgamma LBD-SRC-2 recruitment, biochemical | P37231 | AID 1032; in the data active = activation above about 22%;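 also: 0% = vehicle and 100% = reference agonist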
Target sequence (P37231 whole entry, looked up, the tested form may be a part): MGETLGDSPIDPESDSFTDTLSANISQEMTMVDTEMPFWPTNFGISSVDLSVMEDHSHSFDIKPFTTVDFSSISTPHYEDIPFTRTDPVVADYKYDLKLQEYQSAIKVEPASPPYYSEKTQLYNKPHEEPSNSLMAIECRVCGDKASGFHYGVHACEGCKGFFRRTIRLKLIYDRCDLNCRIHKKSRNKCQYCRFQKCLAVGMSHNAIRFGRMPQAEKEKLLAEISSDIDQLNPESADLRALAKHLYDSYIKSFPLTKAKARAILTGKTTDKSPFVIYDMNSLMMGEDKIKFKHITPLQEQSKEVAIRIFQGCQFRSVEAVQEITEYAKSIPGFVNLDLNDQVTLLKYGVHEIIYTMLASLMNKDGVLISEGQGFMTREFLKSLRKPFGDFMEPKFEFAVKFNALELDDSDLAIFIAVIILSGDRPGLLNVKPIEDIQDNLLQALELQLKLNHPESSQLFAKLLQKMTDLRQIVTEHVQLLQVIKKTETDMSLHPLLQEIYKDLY
STAT3 activator: activators of IL-6 induced STAT3 signaling; U3A cells, IL-6 STAT3-luciferase reporter, luminescence; 100% = signal with IL-6 EC80 alone; AID 871; hit rate 0.91% among 190,000; activation (% of control), % at 5.6 µM;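 active = activation above the screen-wide mean of compound activation plus 3 SD, cut at about 130% in these data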;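 also: 0% = background luminescence of wells with medium and substrate only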
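Material: STAT3-luciferase reporter U3A cells. Controls: IL-6-treated wells, 100% activation. Read-out: % activation versus median of IL-6-stimulated wells. Probe or stimulus: IL-6 stimulus at 33 ng/mL final. Timing: compound 1 h, then IL-6 6 h at 37 °C. Signal: reporter luminescence signal.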
STAT3 inh: STAT3 signaling inhibition. inhibition, % at 5.5 µM. AID 862. U3A cells, IL-6 STAT3-luciferase reporter, luminescence; host cell line lacks STAT1. hit rate 0.89% among 190,000;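 active = inhibition above the mean inhibition across all screened compounds plus 3 SD, cut at about 44% in these data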;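 also: 0% = DMSO only wells and 100% = 100 µM nifuroxazide control wells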
PPARg SRC1 recr: PPARgamma-driven SRC-1 recruitment agonism; P37231; PPARgamma-SRC-1 coactivator recruitment biochemical assay; activation, % at 8 µM; hit rate 0.41% among 200,000; AID 631; in the data active = activation above about 19%;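 also: 0% = DMSO and 100% = reference agonist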
TLR4-MyD88 BLA: inhibitors of human TLR4-MyD88 binding. hit rate 0.18% among 200,000. O00206+Q99836. inhibition, % at 8.4 µM. HeLa CL3-4 TLR4/MyD88 BLA complementation, FRET ratio. AID 861; in the data active = inhibition above about 25%;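 also: 0% = vehicle and 100% = reference inhibitor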
PPARg SRC3 recr: PPARgamma-driven SRC-3 recruitment agonism; biochemical PPARgamma/SRC-3 coactivator recruitment assay; activation, % at 8 µM; hit rate 0.26% among 200,000; AID 731; in the data active = activation above about 23%;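 also: 0% = DMSO and 100% = reference agonist; some compounds past the cut are filed as inactive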
STAT1 inh: inhibitors of IFN-gamma induced STAT1 signaling; hit rate 0.35% among 200,000; inhibition, % at 5.5 µM; NIH 3T3 STAT1-luciferase reporter, luminescence;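 active = inhibition above a set limit, the mean inhibition across all tested compounds plus 3 SD, cut at about 34% in these data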;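 also: 0% = IFN-gamma with DMSO and 100% = IFN-gamma with 300 µM nifuroxazide; values of inactives mirror those of a sister screen read the other way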
SRC2 TRFRET art: counter-screen for PPARgamma SRC-2 recruitment agonists: TR-FRET artefact; hit rate 0.4% among 200,000; hits give high values; TR-FRET ratio at 8 µM; in the data active = TR-FRET ratio above about 2000; also: inactives centre near 1500
RAM network inh: inhibitors of the yeast RAM network; S. cerevisiae dse1pr::URA3 reporter, 5-FOA growth OD615, 2 d; analog-sensitive cbk1-as2 kinase mutant strain; inhibition, % at 50 µM; hit rate 1.8% among 190,000; AID 868;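 active = inhibition above a set limit, 3 SD over mean compound inhibition, cut at about 8.4% in these data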;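 also: 0% = DMSO-only wells with no growth and 100% = 10 µM 1-NA-PP1 full growth; inhibition rescues growth on 5-FOA so higher OD means more RAM inhibition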
S1P3 antagonist: antagonists of human S1P3 receptor | AID 485 | hit rate 0.27% among 170,000 | CHO S1P3 NFAT-BLA reporter, FRET fluorescence, antagonist mode | Q99500 | inhibition, % at 4.98 µM;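 active = inhibition above the plate cutoff, the mean inhibition of test wells on that plate plus 3 SD, cut at about 28% in these data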;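 also: cells challenged with S1P at its EC80 of 0.8 µM; blue over green emission ratio from cleaved BLA substrate after 4 h stimulation; 0% = S1P-stimulated wells and 100% = unstimulated DMSO-only wells; some compounds past the cut are filed as inactive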
Active calls of the source: *; / = no result given; & = joins results of further samples. Not a hit list; about 5.6% have a hit in one of these screens.

Sequence of screens: ROMK primary	PPARg SRC2 recr	STAT3 activator	STAT3 inh	PPARg SRC1 recr	TLR4-MyD88 BLA	PPARg SRC3 recr	STAT1 inh	SRC2 TRFRET art	RAM network inh	S1P3 antagonist
- Cc1ccc(C(=O)C(OC(=O)CCC(=O)Nc2cccc(C)c2)c2ccccc2)cc1 (stereo not drawn)
→ /	2	99	13	-5	1	-8	3	1658	13*	/
- CC(/C=N/NC(=O)c1cccc([N+](=O)[O-])c1)=C\c1ccccc1
→ /	-2	92	20	13	-12	8	-22	1596	1.2	/
- COc1ccc(-n2c(SCC(=O)Nc3sc4c(c3C#N)CCCC4)nnc2-c2ccccc2OC)cc1
→ -1.9	8	106	-4	1	9	1	-1	1488	7.3	/
- CC(=O)NC1(c2ccccc2)CCN(Cc2nnnn2C(C)(C)C)CC1
→ 0.34	-1	93	13	0	-2	-1	2	1582	0.6	/
- COc1ccc(-c2nnnn2C)cc1S(=O)(=O)NCc1ccccc1
→ 0.078	8	103	-1	6	3	1	5	1482	0.2	5
- COc1cc2[nH]c(=O)n(CCC(=O)NC3CCCC3)c(=O)c2cc1OC
→ /	0	103	3	0	-2	-3	0	1413	0.4	-27
- COC(=O)c1ccc(CN2CCCC(CCC(=O)NCc3ccc(C)o3)C2)cc1 (stereo not drawn)
→ 0.87	-2	100	3	2	-4	-4	8	1445	0.6	-4
- CS(=O)(=O)c1ccc2nc(NC(=O)CCC(=O)c3cccs3)sc2c1
→ /	-2	107	-2	1	10	-12	-26	1466	1.0	11
- COc1ccc(NC(=O)CC2CC3CCC2C3)cn1 (stereo not drawn)
→ -1.1	-6	104	-4	-3	-23	-1	-13	1537	-0.5	-24
- Cc1c(Cc2ccccc2)c(=O)oc2c(CN(C)C)c(O)c(Cl)cc12
→ /	10	95	10	0	2	8	7	1620	0.1	-1
- CNS(=O)(=O)c1cccc(C(=O)OCC(=O)Nc2ccccc2OC(F)F)c1
→ /	-1	103	4	-4	7	-3	0	1559	-0.1	14
- COC(=O)c1[nH]c2ccccc2c1NS(=O)(=O)c1ccc(F)c(C)c1
→ /	12	98	5	1	-3	-5	5	1610	0.1	29
- Oc1ccccc1C(=S)N1CCN(c2cccc(Cl)c2)CC1
→ -0.051	0	105	1	0	-10	1	-1	1484	-1.3	10
- COc1ccc(/C=C/C(=O)c2cc(F)ccc2OC(=O)c2ccccc2OC)cc1OC
→ 2.1	3	156*	-45	-4	13	6	-3	1626	8.1	26
- COc1ccccc1NC(=O)CSc1nc(C)c2c(c1C#N)CCCC2
→ /	-2	94	11	-1	-24	9	-1	1334	6.5	/
- O=C1CC(NCc2ccncc2)C(=O)N1c1ccccc1 (stereo not drawn)
→ /	-2	96	11	0	-9	-1	3	1645	2.7	-49
- COc1cccc(-c2nnn(CCc3nn[nH]n3)n2)c1
→ 0.23	7	103	-1	-4	0	13	5	1523	0.1	/
- COc1ccc(CSCC(=O)Nc2ccccc2SC)cc1
→ 1.9	0	103	1	4	-11	4	8	1569	1.4	14
- O=C(Cn1c(=O)n(-c2ccccc2)c(=O)n1CC(=O)N1CCCCC1)N1CCCCC1
→ 0.033	1	106	-3	1	12	-7	1	1463	0.3	12
- CN1C(c2ccc(F)cc2)=CS/C1=C(/C#N)c1nnc(N2CCOCC2)n1-c1ccccc1
→ /	-4	94	8	-7	7	-1	3	1475	3.0	-7
- N/C(Cc1cccc2ccccc12)=N\OC(=O)c1ccc2c(c1)OCO2
→ 0.65	0	101	2	-8	0	-4	2	1386	0.4	-3
- CCOc1ccc(N(CC(=O)OC)S(=O)(=O)c2ccc3c(c2)n(C)c(=O)c(=O)n3C)cc1
→ /	1	98	7	-1	2	0	3	1728	3.9	/
- O=C(Nc1ccc(Cl)c(-c2nc3ccccc3[nH]2)c1)c1cccnc1
→ /	4	93	17	18	-5	0	-4	1618	0.1	/
- Cc1cc(SC(C)C(=O)O)nc2ccccc12 (stereo not drawn)
→ 0.52	2	94	10	7	5	2	-6	1747	-0.1	-2
- COc1ccccc1CNC(=O)C1CCCN(S(=O)(=O)c2cccc3cccnc23)C1 (stereo not drawn)
→ /	-1	100	5	-2	-8	3	-9	1435	0.9	-36
- CCOC(=O)Nc1ccc2c(c1)N(C(=O)OCCN(C)C)c1ccccc1CC2
→ /	-2&6	87	21	-1&-13	-10&-19	4&4	-4&2	1388&1423	1.3&1.8	-8
- Cc1cc(F)ccc1S(=O)(=O)Nc1c(C)n(C)n(-c2ccccc2)c1=O
→ /	5	99	11	1	7	8	3	1661	-0.2	-7
- O=C(c1cccc(S(=O)(=O)N2CCCC2)c1)N1CCN(c2ccccc2)CC1
→ /	-5	107	-6	0	1	-5	31	1412	3.0	-4
- O=C(O)CC1SC(=Nc2ccccc2)N(c2ccccc2)C1=O (stereo not drawn)
→ 0.022	3	99	6	1	-2	3	-2	1577	1.0	/
- CCSc1nnc(-c2ccccc2N)c(=O)[nH]1
→ /	7	101	3	2	22	4	3	1655	1.9	15
- COc1ccc(OC)c(S(=O)(=O)N2CCC(C(=O)Nc3cccc(C(F)(F)F)c3)CC2)c1
→ /	1	105	-5	5	-10	8	0	1628	3.2	-12
- O=C(NCCCn1ccnc1)c1ccc(Cl)c(S(=O)(=O)N2CCOCC2)c1
→ -0.0022	11	100	4	6	8	-7	6	1671	0.8	12
- Cc1ccc(CN2CCC(c3nc4ccc(Cl)cc4[nH]3)CC2)cc1
→ /	1	88	15	-1	-11	3	0	1445	1.0	/
- COc1ccc(-n2c(SCC(=O)Nc3cc(C)on3)nc3c([nH]c4ccccc43)c2=O)cc1
→ /	16	/	/	7	0	12	27	1762	5.4	-17
- CCn1c(C)c(C(C)=O)c(N2CCN(c3cccc(Cl)c3)CC2)nc1=S
→ 0.63	6	88	20	8	0	-2	0	1281	2.5	/
- Fc1ccc(-c2nnn(Cc3nc4ccccc4s3)n2)cc1
→ -0.0055	3	111	-4	6	-2	-1	-5	1590	0.4	-26
- O=C(Nc1ccc(N2CCCC2)cc1)C(c1ccccc1)c1ccccc1
→ -0.31	1	101	7	6	3	-5	3	1493	3.2	/
- COc1ccc(-c2cc(=O)oc3c(C)c(OCc4nn[nH]n4)ccc23)cc1
→ 1.3	-6	109	-7	-4	-4	-4	1	1469	0.7	-3
- Cc1nnc(SCC(=O)Nc2ccccc2)n1CCc1ccccc1
→ /	4	101	5	-3	-4	9	2	1524	0.5	-13
- Cc1ccc(S(=O)(=O)N2CCN(C(=O)CN3CCOCC3)C2c2ccccc2)cc1 (stereo not drawn)
→ /	7	99	7	-1	-18	-4	0	1598	1.5	4

Random excerpt: two records from the list.
Sequence of screens: ROMK primary	PPARg SRC2 recr	STAT3 activator	STAT3 inh	PPARg SRC1 recr	TLR4-MyD88 BLA	PPARg SRC3 recr	STAT1 inh	SRC2 TRFRET art	RAM network inh	S1P3 antagonist
- Cc1nnc(SCC(=O)Nc2ccccc2)n1CCc1ccccc1
→ /	4	101	5	-3	-4	9	2	1524	0.5	-13
- Cc1ccc(CN2CCC(c3nc4ccc(Cl)cc4[nH]3)CC2)cc1
→ /	1	88	15	-1	-11	3	0	1445	1.0	/

Later entries
Sequence of screens: ROMK primary	PPARg SRC2 recr	STAT3 activator	STAT3 inh	PPARg SRC1 recr	TLR4-MyD88 BLA	PPARg SRC3 recr	STAT1 inh	SRC2 TRFRET art	RAM network inh	S1P3 antagonist
- O=C(N/N=C/C1CC=CCC1)c1cc(-c2cccnc2)nc2ccccc12 (stereo not drawn)
→ 0.028	9	108	-5	5	3	-2	9	1677	0.1	2
- CCOC(=O)C1CCCN(C(=O)C2c3ccccc3Oc3ccccc32)C1 (stereo not drawn)
→ -1.7	-17	92	12	2	-3	-6	9	1494	3.2	35
- COCCOc1cc(NC(=O)c2sccc2Oc2ccc([N+](=O)[O-])cc2F)c(Cl)cc1Cl
→ /	8	104	-2	2	-16	1	-4	1441	5.3	/
- COc1ccc(C(=O)ON=C2CCN(c3ccc([N+](=O)[O-])cc3)CC2)cc1
→ /	5	99	7	9	-17	2	6	1677	0.9	/
- CCOC(=O)C1(Cc2ccc(OC)cc2)CCN(C(=O)CCn2ccc(C)n2)CC1
→ 0.081	0	93	12	-1	-4	4	-12	1502	-0.5	10
- CCOc1ccccc1N(CC(=O)NC1CCCC1)C(=O)CCC(=O)Nc1cc(C)on1
→ /	1	93	17	6	3	-6	1	1411	-0.1	-39

Rewritten as labelled records: 4 of the compounds above.
CCOC(=O)C1CCCN(C(=O)C2c3ccccc3Oc3ccccc32)C1 (stereo not drawn)
  ROMK primary: -1.7
  PPARg SRC2 recr: -17
  STAT3 activator: 92
  STAT3 inh: 12
  PPARg SRC1 recr: 2
  TLR4-MyD88 BLA: -3
  PPARg SRC3 recr: -6
  STAT1 inh: 9
  SRC2 TRFRET art: 1494
  RAM network inh: 3.2
  S1P3 antagonist: 35

COCCOc1cc(NC(=O)c2sccc2Oc2ccc([N+](=O)[O-])cc2F)c(Cl)cc1Cl
  ROMK primary: /
  PPARg SRC2 recr: 8
  STAT3 activator: 104
  STAT3 inh: -2
  PPARg SRC1 recr: 2
  TLR4-MyD88 BLA: -16
  PPARg SRC3 recr: 1
  STAT1 inh: -4
  SRC2 TRFRET art: 1441
  RAM network inh: 5.3
  S1P3 antagonist: /

COc1ccc(C(=O)ON=C2CCN(c3ccc([N+](=O)[O-])cc3)CC2)cc1
  ROMK primary: /
  PPARg SRC2 recr: 5
  STAT3 activator: 99
  STAT3 inh: 7
  PPARg SRC1 recr: 9
  TLR4-MyD88 BLA: -17
  PPARg SRC3 recr: 2
  STAT1 inh: 6
  SRC2 TRFRET art: 1677
  RAM network inh: 0.9
  S1P3 antagonist: /

CCOC(=O)C1(Cc2ccc(OC)cc2)CCN(C(=O)CCn2ccc(C)n2)CC1
  ROMK primary: 0.081
  PPARg SRC2 recr: 0
  STAT3 activator: 93
  STAT3 inh: 12
  PPARg SRC1 recr: -1
  TLR4-MyD88 BLA: -4
  PPARg SRC3 recr: 4
  STAT1 inh: -12
  SRC2 TRFRET art: 1502
  RAM network inh: -0.5
  S1P3 antagonist: 10
